Glioma ERSR ind: qHTS for Inducers of the Endoplasmic Reticulum Stress Response (ERSR) in Human Glioma: qHTS; U87-MG GRP78 promoter luciferase reporter, 16 h; Potency, µM, for the others: at the highest dose activation, hits mostly activators; hit rate 0.02% among 420,000; AID 602332, 2012; further: potency means the concentration at half of the fitted maximal effect; series mostly up to about 76 µM; % of control where 0% means no effect; nearly all actives have a fitted effect of over 35% in size
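ERSR induction read as luciferase luminescence (Bright-Glo, 10 min at room temperature) in stably transfected human U87-MG glioma cells exposed to compounds for 16 h, using GRP78 as sensor.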
LDHA inh: qHTS assay for inhibitors of human lactate dehydrogenase; purified LDHA, NADH/diaphorase-resazurin fluorescence; stronger effect = lower value; activity change, % (values are at about 110 or 230 µM); hit rate 0.15% among 480,000; in the data active means activity change below about -30%; inconclusive means mostly about -25% to -30%;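 further: plate controls were DMSO wells for no effect and wells without enzyme for full effect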
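Resorufin fluorescence (ex540/em590), read at 0 and 20 min after diaphorase/resazurin addition, reports the NADH left after a 5 min room-temperature reaction of 2 nM human LDH5 with 0.06 mM NADH and 0.2 mM pyruvate.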
TrxR1 substrate: qHTS Assay for Substrates of Mammalian Selenoprotein Thioredoxin Reductase 1 (TrxR1): qHTS | purified TrxR1 substrate turnover, NADPH consumption readout | Potency, µM (highest dose often 114 µM), for inactives: at the highest dose activity change, negative = substrate turnover | hit rate 0.01% among 390,000 | AID 588456, 2011; further: potency means the concentration at half of the fitted maximal effect; on the % scale 0 is the no-effect control and ±100 the full control effect; nearly all actives have a fitted effect of over 50% in size
Target sequence (O89049 whole entry, looked up): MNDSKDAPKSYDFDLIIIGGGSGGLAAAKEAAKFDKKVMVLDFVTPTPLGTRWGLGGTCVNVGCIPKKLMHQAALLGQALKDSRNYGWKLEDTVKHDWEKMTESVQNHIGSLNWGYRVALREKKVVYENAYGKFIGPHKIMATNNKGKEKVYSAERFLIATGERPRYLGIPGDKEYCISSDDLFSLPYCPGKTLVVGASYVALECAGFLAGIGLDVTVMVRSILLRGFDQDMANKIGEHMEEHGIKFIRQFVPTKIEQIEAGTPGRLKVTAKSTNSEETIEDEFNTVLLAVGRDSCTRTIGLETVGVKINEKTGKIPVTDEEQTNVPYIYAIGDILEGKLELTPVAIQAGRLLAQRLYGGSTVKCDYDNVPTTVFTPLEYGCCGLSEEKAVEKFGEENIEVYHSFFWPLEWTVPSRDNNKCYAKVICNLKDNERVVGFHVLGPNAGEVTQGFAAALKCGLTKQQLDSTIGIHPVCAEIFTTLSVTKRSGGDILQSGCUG
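Rat TrxR1, dispensed at 90 nM, was prereduced with 400 uM NADPH (final) for 5 min at ~22 deg C, then incubated with compound 15 min before 400 uM selenite. A first-read NADPH fluorescence drop versus no-compound background flagged substrates.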
RGS4 inh: Inhibitors of Regulator of G Protein Signaling (RGS) 4: qHTS | Regulator of G-protein signaling 4 (Homo sapiens), P49798 | AID 504845, 2011 | Transcreener GDP fluorescence polarization, RGS4-accelerated GTP hydrolysis | Potency, µM (series often up to 114 µM), for inactives: at the highest dose activity change, negative = inhibition, usual class: inhibitors | hit rate 0.039% among 390,000; further: potency means the concentration at half of the fitted maximal effect; on the % scale 0 is the no-effect control and ±100 the full control effect; nearly all actives have a fitted effect of over 75% in size; some results filed as inactive show a strong effect at the top dose
Target sequence (P49798 whole entry, looked up): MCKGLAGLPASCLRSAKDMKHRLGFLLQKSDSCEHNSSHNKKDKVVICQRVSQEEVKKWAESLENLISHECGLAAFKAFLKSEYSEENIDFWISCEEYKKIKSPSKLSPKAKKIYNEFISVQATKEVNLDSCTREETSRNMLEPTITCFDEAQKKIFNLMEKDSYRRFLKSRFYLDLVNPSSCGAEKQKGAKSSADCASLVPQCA
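MLSMR compounds (23 nl, pin-transferred) preincubated 10 min at room temperature with a 500nM (2x) first reagent, then RGS4 at 900nM (2x) plus Transcreener GDP mix added; fluorescence polarization (620/688 nm) read before and after 90 min at 30 °C.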
USP1-UAF1 inh: Inhibitors of USP1/UAF1: Primary Screen; recombinant USP1/UAF1, Ub-Rhodamine cleavage fluorescence; hit rate 0.23% among 390,000; Potency, µM (doses to about 57.1 µM), without a hit: at the highest dose activity change, negative = inhibition, actives largely listed as inhibitors; further: potency means the concentration at half of the fitted maximal effect; on the % scale 0 is the no-effect control and ±100 the full control effect; nearly all actives have a fitted effect of over 60% in size; inactives centre near -12
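In this screen, compounds sit with the deubiquitinase complex (1nM) for 15 min at room temperature before Ub-Rho is added at 150nM final. Fluorescence rise is then followed for 6 reads every 60 seconds.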
Vif-APOBEC3F blk: qHTS for Inhibitors of Vif-A3F Interactions: qHTS; hit rate 0.2% among 390,000; HeLa A3F-eYFP + Vif (tagged APOBEC3F with the HIV-1 protein that degrades it), YFP fluorescence increase; Potency, µM (highest dose often 46.1 µM), for the others: at the top dose activity, negative = active; further: potency means the concentration at half of the fitted maximal effect; % of control where 0% means no effect; nearly all actives have a fitted effect of over 65% in size
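HeLa cells stably expressing Vif plus C-terminally eYFP-tagged A3F were seeded, incubated overnight at 37 deg C, dosed with compound, incubated overnight again at 37 deg C. Yellow fluorescence (Ex 488/Em 500-530) reported blocked Vif-mediated A3F-eYFP degradation.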
IDH1 R132H inh: qHTS for Inhibitors of mutant isocitrate dehydrogenase 1 (IDH1): qHTS | IDH1-R132H enzyme, NADPH consumption, diaphorase/resazurin fluorescence | Potency, µM (highest dose often 76.6 µM), without a hit: top-dose activity change, negative = inhibition, most hits filed as inhibitors | hit rate 0.093% among 390,000 | AID 602179, 2012; further: potency means the concentration at half of the fitted maximal effect; on the % scale 0 is the no-effect control and ±100 the full control effect; nearly all actives have a fitted effect of over 65% in size
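IDH1-R132H (0.5 ug/mL) preincubated 30 min with compound, then NADPH (0.016 mM) and alpha-KG (2 mM) added; 80 min at RT, pH 7.5. Remaining NADPH coupled via diaphorase/resazurin to fluorescence (540/590 nm); concentration-response curves normalized to no-enzyme control.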
TrxR1 inh: qHTS Assay for Inhibitors of Mammalian Selenoprotein Thioredoxin Reductase 1 (TrxR1): qHTS; Thioredoxin reductase 1, cytoplasmic (Rattus norvegicus), O89049; recombinant rTrxR1, NADPH fluorescence consumption, selenite substrate; Potency, µM (doses to about 114 µM), without a hit: at the top dose activity change, negative = inhibition, most hits filed as inhibitors; hit rate 1% among 390,000; AID 588453, 2011; further: potency means the concentration at half of the fitted maximal effect; on the % scale 0 is the no-effect control and ±100 the full control effect; nearly all actives have a fitted effect of over 65% in size
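Rat TrxR1 (90 nM in the dispensed reagent) was pre-reduced with 400 uM NADPH for 5 min at room temperature, then incubated with compound for 15 min. After 400 uM selenite was added, NADPH fluorescence (Ex 340/Em 450 nm) was followed for 8 min.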
Vif-A3G inh: qHTS for Inhibitors of Vif-A3G Interactions: qHTS; hit rate 0.076% among 410,000; Potency, µM (highest dose often 46.1 µM), inactives show top-dose activity, negative = active, most hits filed as inhibitors; HeLa A3G-eYFP + Vif (tagged APOBEC3G with the HIV-1 protein that degrades it), YFP fluorescence, overnight;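 further: potency means the concentration at half of the fitted maximal effect; on the % scale 0 is the no-effect control and ±100 the full control effect; nearly all actives have a fitted effect of over 60% in size; hits raise eYFP signal because A3G escapes Vif-driven loss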
Target sequence (Q9HC16 whole entry, looked up): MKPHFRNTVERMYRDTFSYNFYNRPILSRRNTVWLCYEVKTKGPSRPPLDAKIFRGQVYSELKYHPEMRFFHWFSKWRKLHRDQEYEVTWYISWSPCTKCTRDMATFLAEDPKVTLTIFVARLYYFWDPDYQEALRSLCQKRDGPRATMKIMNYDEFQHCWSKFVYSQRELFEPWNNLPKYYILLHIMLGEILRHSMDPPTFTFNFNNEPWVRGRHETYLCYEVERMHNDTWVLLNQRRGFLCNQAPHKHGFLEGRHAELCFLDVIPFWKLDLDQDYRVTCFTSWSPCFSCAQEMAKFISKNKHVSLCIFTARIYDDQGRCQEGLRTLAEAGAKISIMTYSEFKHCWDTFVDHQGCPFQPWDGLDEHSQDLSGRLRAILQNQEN
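HeLa cells stably expressing Vif and C-terminally eYFP-tagged A3G, seeded overnight at 37 deg C, then exposed to compound by pintool overnight at 37 deg C. Rise in yellow fluorescence (Ex 488/Em 500-530, Acumen) marks blocked Vif-driven A3G degradation.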
The depositor's hits bear a star; ? = inconclusive; . = not tested or not shown; & = joins results of further samples; [ ] = another dose, or the depositor's remark. Unless noted, the call rests on the fitted dose curve; in most records, active means well fitted curve in the direction sought with a large enough effect; inconclusive means small, poorly fitted or top-dose-only effect, or another doubt; inactive means no such curve, though single readings can be large; an effect the other way counts as inactive or inconclusive. Not all compounds are listed; rates above refer to the full screens.

SMILES	Glioma ERSR ind	LDHA inh	TrxR1 substrate	RGS4 inh	USP1-UAF1 inh	Vif-APOBEC3F blk	IDH1 R132H inh	TrxR1 inh	Vif-A3G inh
COC(=O)C(O)(c1ccc(NC(=O)c2ccccc2)cc1)C(F)(F)F (stereo unspecified)	3%	-1	3%	44%	-25%	-1%	-3%	31%	6%
Cc1ccc(CN2CCN(CC(=O)N3CCC4(CC3)OCCO4)C2=O)cc1	1%	3	8%[57.1 µM]	-14%[11.4 µM]	-19%	-2%	1%	11%[57.1 µM]	0%
Cc1cc(C=C2C(=O)N(C)C(=S)N(C)C2=O)c(C)n1-c1cccnc1	-6%	14	-5%	?	-10%	4%	5%	20µM*	-7%
CN1CCC(c2c[nH]c3ccccc23)C1 (stereo unspecified)	-1%	-2	15%[2.29 µM]	32%	-7%	-15%	7%	44%[activator][57.1 µM]	-1%
O=C(CNC(=O)OCc1ccccc1)NCC(=O)Nc1ccc(Br)cc1C(=O)c1ccccc1	-4%	-12	0%	11%	-11%	1%	3%	5%	0%
Cc1c(C(=O)c2ccccc2)c2ccccc2n1C	-3%	-2	-1%[57.1 µM]	-25%	-23%	-2%	7%	1%[57.1 µM]	-10%
CCc1ccc(Nc2nc3c(S(=O)(=O)c4ccc(C)cc4)nnn3c3ccsc23)cc1	8%	-2	42%[activator]	-5%	-8%	-7%	-6%	14%	-4%
O=C(N/N=C/c1c(O)n(C2CC2)c(=S)[nH]c1=O)c1ccccc1O	-6%	-7	1%[57.1 µM]	-10%	4%	?	-1%	-19%[57.1 µM]	0%
COc1cc(CN2C(=O)NC(=O)C3(Cc4cc(C)ccc4N(C)C3)C2=O)cc(OC)c1 (stereo unspecified)	-3%	17	15%[57.1 µM]	-43%	-10%	-17%	9%	21%[57.1 µM]	?
COc1ccc(/C=C/C(=O)c2c(O)n(CCC3=CCCCC3)c(=O)[nH]c2=O)cc1	-3%	2	1%[57.1 µM]	13%	-2%	-5%	2%	7%	-3%
CC(=O)C1CCC2C3CC(O)C4CC(O)CCC4(C)C3CCC12C (stereo unspecified)	0%	3	-2%	-8%	-17%	-1%	0%	12%	-2%
Cc1ccc(S(=O)(=O)N(CC(=O)NCCSc2ccc(Cl)cc2)c2ccccc2C)cc1	-3%	2	-5%	15%	?	3%	13%	5%	5%
COc1ccc(NC(=S)NC(NC(=O)CF)C(Cl)(Cl)Cl)c([N+](=O)[O-])c1 (stereo unspecified)	-4%	-2	3%	-10%	-15%	-8%	1%	-1%	-4%
O=[N+]([O-])c1ccc(Sc2nc3ccccc3o2)c([N+](=O)[O-])c1	-14%	3	4%	-28%	-22%	0%	-2%	0.63µM*	-29%
O=c1[nH]c(=O)n(Cc2ccco2)c(O)c1/C=N/N1CCCCCC1	-3%	-2	1%[57.1 µM]	-9%	-5%	-3%	13%	-13%[57.1 µM]	-5%
COc1ccccc1CCNC1CCCCCC1	0%	-12	10%[57.1 µM]	35%	-17%	-1%	11%	14%[57.1 µM]	5%
COc1ccc(CCNC2(C#N)CCCCC2)cc1OC	-5%	0	.	.	-19%	3%	10%	.	2%
CCC1(OC(=O)CN)C(=O)OCc2c1cc1n(c2=O)Cc2cc3ccccc3nc2-1 (stereo unspecified)	-7%	-5	371%[activator][57.1 µM]	-3%	-10%	8%	0%	66%[activator][57.1 µM]	4%
C=COCCn1c(C)c(C(=O)OCC)c2cc(O)ccc21	-3%	1	0%	-20%	-24%	0%	12%	-6%	0%
Cc1cc(=O)oc2c(C)c(OCC(=O)N3CCN(Cc4ccccc4)CC3)ccc12	0%	-2	27%	51%	-4%	11%	-7%	-11%	0%

Retrieved one by one from above (2):
SMILES	Glioma ERSR ind	LDHA inh	TrxR1 substrate	RGS4 inh	USP1-UAF1 inh	Vif-APOBEC3F blk	IDH1 R132H inh	TrxR1 inh	Vif-A3G inh
O=[N+]([O-])c1ccc(Sc2nc3ccccc3o2)c([N+](=O)[O-])c1	-14%	3	4%	-28%	-22%	0%	-2%	0.63µM*	-29%
Cc1cc(=O)oc2c(C)c(OCC(=O)N3CCN(Cc4ccccc4)CC3)ccc12	0%	-2	27%	51%	-4%	11%	-7%	-11%	0%

Other compounds:
SMILES	Glioma ERSR ind	LDHA inh	TrxR1 substrate	RGS4 inh	USP1-UAF1 inh	Vif-APOBEC3F blk	IDH1 R132H inh	TrxR1 inh	Vif-A3G inh
C=CCn1c(O)c(C(C)=NCCCN2CCOCC2)c(=O)[nH]c1=O	-1%	-1	2%[57.1 µM]	15%	-3%	-13%	2%	-22%[57.1 µM]	-1%
COc1cc(C2(C#N)CCN(C)CC2)cc(OC)c1OC	-2%	-5	-4%[57.1 µM]	3%	-1%	-1%	-4%	2%[2.29 µM]	2%
CC=C(C)C1(CCC)C(=O)NC(=S)NC1=O	-3%	0	7%[11.4 µM]	14%	-9%	?	2%	-2%[11.4 µM]	1%
CCCCCCCSc1cc(OC)c(CCN(C)C)cc1OC	-13%	-2	-8%	-36%	-21%	0%	3%	-15%	-29%
CSC1=NP(=S)(SC)N2CCCC2=C1C#N (stereo unspecified)	-3%	-6	-5%	4%	-27%	-10%	0%	-8%	5%
COc1ccc(CN2C(=O)NC(=O)/C(=C\c3cccc(OC)c3OC)C2=O)cc1	-1%	-31*	2%[57.1 µM]	?	3%	-17%	1%	?	0%
COc1cc(C(C)=O)ccc1OC(=O)N(C)c1ccccc1	-4%	-3	-8%	27%	6%	-1%	0%	-6%	0%
O=C1CCN(C(=O)CNC(=O)Cc2ccccc2)CC1	-1%	2	2%[57.1 µM]	-20%	-12%	-1%	7%	6%[57.1 µM]	5%
Cc1ccc(S(=O)(=O)N(C)c2ccc(C(=O)NCC3(N(C)C)CCCCC3)cc2)cc1	-2%	-4	8%	-8%	-16%	4%	1%	13%	5%
CN(C)c1ccc(C(=O)N/N=C/C23CC[C@@H](O)CC2(O)CC[C@@H]2[C@@H]3CCC3(C)C(C4=CC(=O)OC4)CCC23O)cc1 (stereo partly specified)	-8%	-7	-9%	16%	-11%	-14%	-1%	-1%	-17%
COc1ccc(CCn2c(O)c(/C=N/NC(=O)c3ccncc3)c(=O)[nH]c2=O)cc1OC	0%	2	-23%	16%	-3%	-1%	5%	-29%	2%
CC(=O)OC1(c2ccccc2)CCN(C)CC1(C)C (stereo unspecified)	-5%	-22&0	9%	-8%	-21%	-13%	-2%	26%	3%
CN1C(=O)CN=C(c2ccc(Cl)cc2)c2cc(Cl)ccc21	0%	-4	-2%	0%	-7%	7%	29%	2%	-1%
Fc1ccccc1CCNCc1cccc2ccccc12	1%	-6	4%	-22%	-14%	-7%	5%	0%	-1%
CN(C)C(=O)Oc1c(Cl)cc(Cl)c2ccccc12	-5%	-1	-2%[57.1 µM]	-18%	-23%	3%	8%	23%[57.1 µM]	-9%
CCC1CN(C)CCC1(OC(C)=O)c1ccccc1 (stereo unspecified)	-3%	0	-6%	-6%	-2%	-2%	-2%	-12%	0%
CCN1CCC(N(C)C2CCCCC2)CC1	-5%	-3	5%[57.1 µM]	-14%	-20%	-10%	2%	0%[57.1 µM]	0%
c1ccc(NC2=NCCS2)cc1	-4%	-4	5%	29%[11.4 µM]	-16%	-6%	-6%	15%	2%
CN1CCN(C(=O)COc2ccc(S(=O)(=O)NCc3ccccc3)cc2Cl)CC1	-2%	8	5%	22%	-5%	-1%	1%	26%	2%
CCn1cc(CN2CCCC(C(=O)c3sccc3C)C2)cn1 (stereo unspecified)	-4%	1	-5%	-21%	-12%	-1%	-6%	3%	-1%
[O-][n+]1onc2c1CCC1N(O)CCC21O (stereo unspecified)	-1%	-6	-1%	8%	4%	-2%	0%	8%[57.1 µM]	1%
Cc1nc2ccccc2c(=O)n1-c1c(Cl)cccc1Cl	-5%	-2	.	.	-25%	0%	7%	.	?
c1cc(CCN2CCCC2)ccn1	-2%	-2	4%[57.1 µM]	6%[56.9 µM]	-10%	-9%	0%	7%[57.1 µM]	1%
COc1cccc(NC(=O)c2cccn(Cc3ccccc3C)c2=O)c1	0%	5	-7%[57.1 µM]	-7%	-13%	-5%	3%	4%[57.1 µM]	-2%
COC(=O)C1=C(c2ccc(OC)c(OC)c2)C[C@@H]2CC[C@H]1N2C(=O)NCCNC(C)=O	-6%	-8	4%	-1%	-22%	-1%	-6%	21%	-1%
COC(=O)C1=C(c2c(C)noc2C)C[C@@H]2CC[C@H]1N2C(=O)NC1CCCCC1	1%	-5	10%[57.1 µM]	-15%	-24%	4%	16%	16%[57.1 µM]	-1%
CSc1ccc(C(=O)C2CCCN(Cc3cc4ccccc4[nH]3)C2)cc1 (stereo unspecified)	0%	-8	5%[57.1 µM]	?	-8%	-18%	8%	8%[57.1 µM]	1%

From PubChem
